# Efflux pump inh = antifungal efflux pump inhibition, Nile Red retention; S. cerevisiae Candida pump triplex; actives 0.44% (n = 330,000); inhibition, % at 10 µM;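 active = plate passing quality check with inhibition over a set limit, or well fluorescence over plate mean plus 4 SD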;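 note: Nile Red retained in pooled yeast measured as flow cytometry median fluorescence; 0% = buffer negative control and 100% = Enniatin B positive control; higher means more Nile Red kept so more efflux inhibition; some compounds called inactive have numbers as strong as hits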
# RPL19A TOR yeast = modulators of TOR pathway RPL19A-GFP in S. cerevisiae | AID 2025 | S. cerevisiae RPL19A-GFP strain, flow cytometry, 3 h; active compounds read low | actives 0.3% (n = 330,000) | percent response vs DMSO, % at 10 µM;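 active = percent response vs DMSO below 50%; inconclusive = fewer than 70 events counted for the yeast strain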;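 note: median channel GFP fluorescence of the barcoded RPL19A-GFP strain; ratio of sample median GFP to plate DMSO average so 100% = DMSO; lower means less RPL19A-GFP as with rapamycin TOR inhibition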
# AGP1-GFP MLPCN = alters AGP1-GFP fluorescence in TOR pathway yeast screen; GFP response vs DMSO, % at 10 µM; actives 0.02% (n = 320,000); S. cerevisiae AGP1-GFP multiplex flow cytometry, 3 h; GFP as percent of DMSO wells;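 active = GFP response relative to DMSO above a set limit, near screen average plus 3 SD, cut at about 150% in these data; inconclusive = fewer than 70 cells counted for the yeast strain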;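 note: median GFP channel fluorescence of the gated AGP1 strain per well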
# CR mimetic SO = lowers age-related superoxide in aged yeast cells; S. cerevisiae aged cells, superoxide DHE fluorescence; active compounds read low; superoxide response (% of plate mean), % at 10 µM; actives 0.18% (n = 330,000); AID 2690;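 active = superoxide response under a set limit, about three screen SD below normal, cut at about 65% in these data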;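 note: yeast aged for seven days with compound at 30 °C before DHE staining; 100% = average MFI of all compound-treated wells on the plate with controls excluded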
# AHR act = activates the human aryl hydrocarbon receptor; AHR-responsive luciferase reporter cells, luminescence; activation, % at 5 µM; actives 2.5% (n = 320,000); in the data active = activation above about 47%;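 note: 0% = vehicle wells and 100% = reference agonist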
# Target sequence (P35869 whole entry, looked up): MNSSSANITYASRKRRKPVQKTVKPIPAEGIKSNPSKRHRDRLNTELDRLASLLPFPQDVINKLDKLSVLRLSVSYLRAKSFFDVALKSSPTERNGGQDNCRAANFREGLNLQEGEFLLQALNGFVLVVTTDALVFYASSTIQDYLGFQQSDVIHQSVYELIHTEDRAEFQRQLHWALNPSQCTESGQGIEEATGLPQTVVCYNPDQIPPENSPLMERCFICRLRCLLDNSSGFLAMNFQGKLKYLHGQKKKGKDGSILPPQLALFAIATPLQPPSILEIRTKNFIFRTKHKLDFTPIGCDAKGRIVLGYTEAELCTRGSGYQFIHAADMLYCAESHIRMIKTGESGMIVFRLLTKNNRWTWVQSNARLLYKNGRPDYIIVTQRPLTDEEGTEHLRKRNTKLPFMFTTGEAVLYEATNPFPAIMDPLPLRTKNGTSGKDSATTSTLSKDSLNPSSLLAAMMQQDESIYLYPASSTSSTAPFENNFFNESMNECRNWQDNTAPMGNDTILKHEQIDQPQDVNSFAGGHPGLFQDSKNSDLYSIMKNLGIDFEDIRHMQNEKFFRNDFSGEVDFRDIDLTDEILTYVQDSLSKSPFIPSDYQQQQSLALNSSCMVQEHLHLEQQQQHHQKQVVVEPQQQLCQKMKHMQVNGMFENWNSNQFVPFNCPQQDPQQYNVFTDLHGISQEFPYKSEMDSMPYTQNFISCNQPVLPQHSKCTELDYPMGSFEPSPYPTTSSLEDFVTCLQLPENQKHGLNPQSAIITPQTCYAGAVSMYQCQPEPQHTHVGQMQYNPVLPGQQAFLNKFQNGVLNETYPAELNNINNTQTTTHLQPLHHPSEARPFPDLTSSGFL
# CIT2-GFP yeast = alters CIT2-GFP fluorescence in TOR pathway yeast screen; S. cerevisiae CIT2-GFP strain, flow cytometry, 3 h; 100 means same as DMSO wells; GFP response vs DMSO, % at 10 µM; actives 0.065% (n = 320,000); AID 2029;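 active = GFP response relative to DMSO above a set limit, near the screen mean plus 3 SD, cut at about 150% in these data; inconclusive = Fewer than 70 cells measured for a yeast strain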;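 note: ratio of well median GFP fluorescence to mean of DMSO wells on the plate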
# MEP2-GFP yeast = yeast TOR pathway MEP2-GFP modulation; S. cerevisiae MEP2-GFP strain, flow cytometry GFP, 3 h; 100% = DMSO control level; GFP response vs DMSO, % at 10 µM; actives 0.51% (n = 330,000); AID 2016;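 active = GFP response versus DMSO above a set limit, roughly screen mean plus 3 SD, cut at about 180% in these data; inconclusive = fewer than 70 cells counted for a yeast strain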;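 note: median GFP fluorescence of the barcode-gated MEP2-GFP cells per well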
# LAP4 TOR yeast = yeast TOR pathway LAP4-GFP modulation. S. cerevisiae LAP4-GFP multiplex, flow cytometry GFP, 3 h; median GFP as percent of DMSO wells. GFP response vs DMSO, % at 10 µM. actives 0.34% (n = 320,000). AID 2023;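 active = GFP response vs DMSO above a set limit, about the screen mean plus 3 SD, cut at about 150% in these data; inconclusive = under 70 cell events counted for the yeast strain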
# Active calls of the source: *; ? = inconclusive; · = not tested or not shown.
SMILES,Efflux pump inh,RPL19A TOR yeast,AGP1-GFP MLPCN,CR mimetic SO,AHR act,CIT2-GFP yeast,MEP2-GFP yeast,LAP4 TOR yeast
CN(C)C(=O)CN1CCN(c2nc3nonc3nc2N2CCCCC2)CC1,0.0,93,102,92,0,98,91,101
O=C(Cc1ccc(NC2=NC3CS(=O)(=O)CC3S2)cc1)NCc1ccccc1Cl (stereo not drawn),-0.1,100,102,92,-2,105,95,92
O=C(NC(=S)Nc1ncc(Br)cc1Br)c1ccccc1,0.0,96,125,120,23,106,173,113
CN(C)c1ccc(-c2nn3c(-c4ccccc4Cl)nnc3s2)cc1,-0.1,97,103,98,10,94,107,97
Cc1[nH]n(-c2ncc(-c3ccccc3)s2)c(=O)c1C(c1ccc(Cl)cc1)C(C#N)C#N (stereo not drawn),-0.2,90,93,120,1,88,86,155*
Cc1ccc(Cl)cc1NC(=S)N(CCCN1CCOCC1)Cc1ccco1,-0.1,97,102,97,2,98,96,100
CCOC(=O)c1c(NC(=S)NC(=O)c2ccc(Cn3cc(Cl)cn3)o2)sc2c1CCC(C)C2 (stereo not drawn),0.3,93,92,114,14,87,89,90
Cc1c(Br)c([N+](=O)[O-])nn1CC(=O)N1CCCc2ccccc21,0.0,101,104,112,1,93,140,102
CCC(=O)c1ccc(OCC(=O)N2CCN(c3ncccn3)CC2)cc1,-0.2,102,109,103,-3,95,97,108
O=C(COc1ccccc1)Nc1nnc(-c2ccc3c(c2)CCCC3)o1,1.0,96,96,105,32,96,101,116
Cc1cc(C)n2nc(C(=O)OCC(=O)c3c[nH]c4ccccc34)nc2n1,0.1,99,101,94,10,93,92,113
C=CCC1c2cccc(C(=O)O)c2C(=O)N1c1cccc(OC)c1 (stereo not drawn),0.0,100,32,93,2,107,98,114
CC(Oc1ccc2ccc(=O)oc2c1)C(=O)NCCCn1ccnc1 (stereo not drawn),-0.1,98,97,100,-1,101,102,97
CCOc1ccc(OCCn2ccnc2)cc1,-0.1,102,99,104,4,109,106,96
Cc1ccc(C)c(S(=O)(=O)Nc2nc(C)c(C(=O)Nc3ccccc3)s2)c1,-0.4,96,88,97,7,93,95,80

# 6 consecutive compounds already listed, quoted:
SMILES,Efflux pump inh,RPL19A TOR yeast,AGP1-GFP MLPCN,CR mimetic SO,AHR act,CIT2-GFP yeast,MEP2-GFP yeast,LAP4 TOR yeast
CCC(=O)c1ccc(OCC(=O)N2CCN(c3ncccn3)CC2)cc1,-0.2,102,109,103,-3,95,97,108
O=C(COc1ccccc1)Nc1nnc(-c2ccc3c(c2)CCCC3)o1,1.0,96,96,105,32,96,101,116
Cc1cc(C)n2nc(C(=O)OCC(=O)c3c[nH]c4ccccc34)nc2n1,0.1,99,101,94,10,93,92,113
C=CCC1c2cccc(C(=O)O)c2C(=O)N1c1cccc(OC)c1 (stereo not drawn),0.0,100,32,93,2,107,98,114
CC(Oc1ccc2ccc(=O)oc2c1)C(=O)NCCCn1ccnc1 (stereo not drawn),-0.1,98,97,100,-1,101,102,97
CCOc1ccc(OCCn2ccnc2)cc1,-0.1,102,99,104,4,109,106,96

# Looked up by structure from the list above, 5 records:
SMILES,Efflux pump inh,RPL19A TOR yeast,AGP1-GFP MLPCN,CR mimetic SO,AHR act,CIT2-GFP yeast,MEP2-GFP yeast,LAP4 TOR yeast
O=C(Cc1ccc(NC2=NC3CS(=O)(=O)CC3S2)cc1)NCc1ccccc1Cl (stereo not drawn),-0.1,100,102,92,-2,105,95,92
Cc1ccc(C)c(S(=O)(=O)Nc2nc(C)c(C(=O)Nc3ccccc3)s2)c1,-0.4,96,88,97,7,93,95,80
CCOc1ccc(OCCn2ccnc2)cc1,-0.1,102,99,104,4,109,106,96
Cc1ccc(Cl)cc1NC(=S)N(CCCN1CCOCC1)Cc1ccco1,-0.1,97,102,97,2,98,96,100
Cc1[nH]n(-c2ncc(-c3ccccc3)s2)c(=O)c1C(c1ccc(Cl)cc1)C(C#N)C#N (stereo not drawn),-0.2,90,93,120,1,88,86,155*

# (more compounds)
SMILES,Efflux pump inh,RPL19A TOR yeast,AGP1-GFP MLPCN,CR mimetic SO,AHR act,CIT2-GFP yeast,MEP2-GFP yeast,LAP4 TOR yeast
CCOC1=C/C(=C/c2c(N)n3oc(C)cc3nc2=O)C=CC1=O,0.0,105,104,99,1,119,115,85
CCN1C(=NCCc2ccc(Br)cc2)N[C@@H](c2ccccc2)[C@H](C(=O)OC)[C@H]1C,-0.1,100,81,85,0,74,91,81
CCOC(=O)C1=C(C)OC(N)=C(C#N)C1c1cc2ccccc2nc1N1CCCCC1 (stereo not drawn),-0.3,100,100,92,18,107,111,102
O=C(NCC1CCCN1S(=O)(=O)c1cccs1)C(=O)Nc1ccccc1 (stereo not drawn),0.0,97,107,98,0,92,99,104
Cc1ccc(-c2cn(-c3ccccc3F)c(=S)[nH]2)cc1,-0.2,96,94,98,37,87,101,102
O=C(c1cccs1)n1nc(-c2ccccc2)nc1NCc1ccco1,0.0,103,103,102,9,102,100,102
CC1CCN(c2nc3c(cc2C#N)COC(C)(C)C3)CC1,-0.1,103,102,89,3,101,100,100
COC(=O)[C@H](CCSC)NC(=O)NCc1ccccc1F,-0.1,99,106,89,-1,106,112,106
O=C(Cn1c(=O)c2c(ncn2Cc2ccccc2)n(Cc2ccccc2)c1=O)N1CCCC1,-0.1,103,111,94,2,101,111,107
Cc1cc(=O)n2[nH]c(COc3ccccc3)nc2n1,-0.1,108,106,110,4,106,102,107
CCC/C(=N\NC(=O)CNC(=O)c1ccc(Cl)cc1)c1ccccc1,0.1,103,99,91,3,102,99,106
COc1ccc(CNC(=O)c2ccc(NS(=O)(=O)c3c(C)noc3C)cc2)cc1,-0.1,98,96,96,1,107,96,89
CC(C)[C@H](NC(=O)N1CCC(Cc2ccccc2)CC1)C(=O)O,-0.2,114,105,97,7,107,100,91
Cc1cc(C)c2c(n1)SCC(=O)N2CC(=O)Nc1cc(F)ccc1F,-0.2,105,98,87,1,96,105,115
O=C(NCc1ccccc1Cl)[C@@H]1CCCN1S(=O)(=O)c1ccc(Cl)cc1,-0.3,98,102,82,-1,104,93,100
COC(=O)C1CC(O)CN1C(=O)Nc1cccc(C(F)(F)F)c1 (stereo not drawn),0.0,103,100,98,0,103,119,109
CCCCN(CCCC)S(=O)(=O)c1ccc(SCC(=O)OCC)c([N+](=O)[O-])c1,-0.1,98,104,106,0,100,94,97
COc1cc(C)ccc1Oc1ncnc(N)c1[N+](=O)[O-],-0.3,97,96,112,0,111,103,93
O=C(O)C1(c2ccccc2)CCN(S(=O)(=O)c2ccc(Cl)cc2)CC1,0.1,96,88,112,-2,91,92,93
NC1=NC(=O)C(Cc2cccc(Cl)c2)S1 (stereo not drawn),-0.6,103,106,104,-2,101,102,95
O=C1CCC(=O)N1CN(C(=O)c1ccco1)c1ccccc1,-0.1,99,102,96,4,98,100,90
COc1ccc(Cl)cc1NC(=O)CN(C)C(=O)c1cccc(-n2cnnn2)c1,-0.1,102,102,88,1,103,99,100
CC(=O)c1ccc([C@H]2C[C@@]34CN(C(=O)OC(C)(C)C)S(=O)(=O)[C@H]3C[C@H]2O4)cc1,0.3,100,86,96,5,83,96,108
COc1cc(C2C3=C(CC(C)(C)CC3=O)Nc3c2c(=O)[nH]c(=O)n3Cc2ccccc2)ccc1O (stereo not drawn),-0.8,103,101,97,-1,99,80,95
O=C(CNC(=O)c1ccc(Cl)cc1)NCc1ccccn1,0.1,101,99,91,4,111,101,97
N#CCCNC(=O)CCN1CCOCC1,0.1,?,?,108,0,?,?,?
Cc1cc(C)c(C(N)=O)c(Nc2cccc(Cl)c2)n1,0.0,96,111,97,3,98,105,102
CCOc1ncccc1C(=O)N1CCCSC1=Nc1ccc(C(C)=O)cc1,0.1,96,79,98,5,79,84,77
Cc1c(O)ccc(-c2[nH]ncc2-c2nc3ccccc3s2)c1O,0.0,103,103,92,35,104,102,102
CC1(C)Cc2c(cnn2-c2ccccc2)C(=O)/C1=N\NC(=O)c1ccccc1N,-0.1,99,98,112,1,103,106,100
COCCN(Cc1cc2c(C)cc(C)cc2nc1Cl)C(=O)c1ccccc1F,0.1,94,94,108,-1,87,90,99
CC(C)(Cc1nc2ccccc2[nH]1)C(=O)O,-0.4,·,99,116,0,104,99,97
O=C1CC2(CCN(C(=O)c3ccccc3F)CC2)Oc2ccccc21,-0.1,99,109,99,-1,98,99,113
COc1nc(NC(C)(C)C)nc(Oc2ccc(=O)n(-c3ccccc3)n2)n1,-0.1,99,93,84,0,101,101,101
COc1ccc2[nH]c(=O)c(CN(c3ccccc3)S(=O)(=O)c3ccccc3)cc2c1,0.0,102,97,108,17,102,101,94
O=c1[nH][nH]cc1C=Nc1ccccc1O,0.1,105,107,96,-2,114,112,111
Nc1nc2c(s1)CCCCCCCCCC2,-0.2,99,104,98,6,99,99,104
NC(=NC(=O)c1ccc(Cl)cc1)N1N=CCC1c1ccccc1 (stereo not drawn),0.0,97,97,97,7,101,97,99
CS(=O)(=O)n1nc(OC(=O)c2cc(Br)ccc2Cl)cc1N,0.4,107,88,120,1,103,103,91
Cc1cccc(N(Cc2nnc3n2CCCCC3)C(=O)Nc2ccccc2)c1,0.2,101,100,105,-1,93,104,99
Cc1c(CCC(=O)O)c(=O)oc2cc3occ(-c4ccc(F)cc4)c3cc12,-0.1,101,95,98,1,100,100,106
CCOC(=O)N1CCC(n2c(SCC(=O)OCc3ccccc3)nc3ccsc3c2=O)CC1,0.1,95,93,114,-1,101,98,102
COc1ccc(CNC(=O)Cn2ccc3cc(S(=O)(=O)N4CCCC4)ccc32)cc1OC,-0.2,109,109,102,3,110,106,103
CCOCCCNC(=O)C1CCN(Cc2ccc(OCc3ccccc3)c(OC)c2)CC1,-0.1,103,106,102,2,106,102,96
Cn1c(NCc2cccnc2)nc2c1c(=O)n(Cc1ccccc1F)c(=O)n2C,-0.1,96,102,91,11,93,104,109
Cc1nonc1N1CCN(Cc2cn[nH]c2-c2ccc(F)cc2F)CC1,-0.2,98,110,100,1,102,99,107
CN(C)c1cc(-c2ccc(Cl)cc2)oc(=O)c1Cl,0.1,94,91,90,56*,92,98,114
CC(C)=C1C2CCC1C1C(=O)N(c3nccs3)C(=O)C21 (stereo not drawn),0.2,94,87,90,11,93,103,84
COc1cccc(NC(=S)N(CCC(C)C)C(C)c2ccncc2)c1 (stereo not drawn),0.1,109,102,108,0,102,104,100
O=C(Nc1cccc(-c2ccc(N3CCOCC3)nn2)c1)c1ccc(F)cc1F,0.0,101,105,100,-1,109,97,109
O=C(Cn1cnc2c(nnn2-c2ccccc2)c1=O)NCc1ccc(F)cc1,0.0,98,96,110,1,88,100,101
O=C(N/C(=C/c1ccccc1)C(=O)N1CCOCC1)c1ccc([N+](=O)[O-])cc1,0.0,103,98,111,1,104,101,97
CCOc1cc(CNCc2ccccn2)cc(Cl)c1OCC,0.0,99,90,98,3,98,97,94

# Shown as a hit in LAP4 TOR yeast, of those listed so far:
SMILES | Efflux pump inh | RPL19A TOR yeast | AGP1-GFP MLPCN | AHR act | CIT2-GFP yeast | MEP2-GFP yeast | LAP4 TOR yeast
Cc1[nH]n(-c2ncc(-c3ccccc3)s2)c(=O)c1C(c1ccc(Cl)cc1)C(C#N)C#N (stereo not drawn) | -0.2 | 90 | 93 | 1 | 88 | 86 | 155*

# Bioassay records: PubChem BioAssay, several laboratories
